From PubChem BioAssay
M. tuberculosis – growth inhibition of non-replicating M. tuberculosis (AID 488890) | Mycobacterium tuberculosis non-replicating, growth inhibition; higher % means a stronger effect | inhibition, % at 25 µM; hits with a dose series show IC50 in µM | actives 0.39% (n = 320,000); in the data active = a potency from the dose series; inconclusive = inhibition mostly from about 82% at the one dose, without a potency; inactive = the rest, 99 in 100 with inhibition below about 76%;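 note: plate controls were DMSO cells for no effect and high antibiotic wells for full effect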
inhibitors of VEEV – inhibitors of VEEV TC-83 cytopathic effect, confirmation, Vero cells (AID 588727); inhibition, % at 20 µM; hits with a dose series show IC50 in µM; actives 0.13% (n = 350,000); Vero cells, VEEV TC-83 cytopathic effect inhibition; higher % means a stronger effect; in the data active = a potency from the dose series; inconclusive = inhibition mostly from about 14% at the one dose, without a potency; inactive = the rest, 99 in 100 with inhibition below about 12%; note: strong numbers were not always called active
Salmonella PhoP GFP – PhoP regulon inhibitors, Salmonella typhi PhoP promoter GFP reporter, confirmatory (AID 1850); Salmonella Typhi PhoP-promoter GFP reporter, fluorescence, 4 h; higher % means a stronger effect; inhibition, % at 50 µM; hits with a dose series show IC50 in µM; actives 0.33% (n = 310,000); in the data active = a potency from the dose series; inconclusive = inhibition mostly from about 25% at the one dose, without a potency; inactive = the rest, 99 in 100 with inhibition below about 19%;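 note: 0% = induced wells with vehicle and 100% = uninduced wells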
influenza NS1A – NS1A inhibition, H1N1 influenza, cell based functional assay (AID 504329); NS1A functional cell-based assay, percent inhibition; higher % means a stronger effect; inhibition, % at 12.5 µM; hits with a dose series show IC50 in µM; actives 0.3% (n = 340,000); in the data active = a potency from the dose series; inconclusive = inhibition above about 27% without an active follow-up result; note: strong numbers were not always called active
M. tuberculosis HTS – M. tuberculosis growth inhibition, HTS (AID 449762). inhibition, % at 25 µM, or IC50 in µM where a hit was titrated. M. tuberculosis H37Rv growth inhibition, 7H9 media; higher % means a stronger effect. actives 0.59% (n = 330,000); in the data active = a potency from the dose series; inconclusive = inhibition above about 70% without an active follow-up result;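 note: bacterial growth assessed after seven days of incubation; strong numbers were not always called active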
* hit, by the source's call; & = joins results of further samples.

Preview (two entries):
What do the screens show for `Cc1nn2c(=O)c3c4c(sc3nc2n1-c1ccccc1)COC(C)(C)C4`?
M. tuberculosis: -11%; inhibitors of VEEV: inactive; Salmonella PhoP GFP: 6%; M. tuberculosis HTS: -10%

What do the screens show for `CCCCCCn1c(O)c(/C=N/N2CCCCCC2)c(=O)[nH]c1=O`?
M. tuberculosis: -5%; inhibitors of VEEV: 9.7%; Salmonella PhoP GFP: 6%; influenza NS1A: 16%; M. tuberculosis HTS: 0%

The whole of this part, previewed entries included:
What do the screens show for `Cc1nn2c(=O)c3c4c(sc3nc2n1-c1ccccc1)COC(C)(C)C4`?
M. tuberculosis: -11%; inhibitors of VEEV: inactive; Salmonella PhoP GFP: 6%; M. tuberculosis HTS: -10%

What do the screens show for `CCCCCCn1c(O)c(/C=N/N2CCCCCC2)c(=O)[nH]c1=O`?
M. tuberculosis: -5%; inhibitors of VEEV: 9.7%; Salmonella PhoP GFP: 6%; influenza NS1A: 16%; M. tuberculosis HTS: 0%

How did O=C(NC1CCCCC1)c1cccc2c1C(=O)c1ccc(-c3ccc(OC(F)(F)F)cc3)cc1S2(=O)=O do in these assays?
M. tuberculosis: -8%; inhibitors of VEEV: 6.0%; influenza NS1A: 0%; M. tuberculosis HTS: 4%

How did Cc1cc(SCC(=O)NC(=O)c2cccn2C)nc2ccccc12 do in these assays?
M. tuberculosis: 32%; inhibitors of VEEV: 0.6%; Salmonella PhoP GFP: -16%; influenza NS1A: -10%; M. tuberculosis HTS: 3%

How did CCCCN(C(=O)C1=CC=CN2CCS(=O)(=O)N=C12)c1ccccc1 do in these assays?
inhibitors of VEEV: 1.1%; influenza NS1A: -4%

Results for O=C(CC(=O)Nc1ccc(Br)cc1)Nc1ccc(Br)cc1 ?
M. tuberculosis: 27%; inhibitors of VEEV: 0.4%; Salmonella PhoP GFP: 3%; influenza NS1A: 0%; M. tuberculosis HTS: 0%

How did CCOC(=O)c1sc2ncn(C(CC)C(=O)OC)c(=O)c2c1C (stereo not given) do in these assays?
M. tuberculosis: 3%; inhibitors of VEEV: 0.5%; Salmonella PhoP GFP: -7%; influenza NS1A: -13%; M. tuberculosis HTS: 4%

Results for CCOC(=O)N1CCN(C(=O)CN2C(=O)COc3ccc(C(C)(C)C)cc32)CC1 ?
M. tuberculosis: 7%; inhibitors of VEEV: inactive; Salmonella PhoP GFP: -4%; influenza NS1A: -2%; M. tuberculosis HTS: -4%

Results for CC(C)(C)NC(=O)/C(=C/c1cccnc1)NC(=O)c1ccco1 ?
M. tuberculosis: 17%; inhibitors of VEEV: 0.7%; Salmonella PhoP GFP: 7%; M. tuberculosis HTS: -2%

How did CCCCNCc1cc(Br)c(OCc2cccs2)c(OC)c1 do in these assays?
M. tuberculosis: inconclusive; inhibitors of VEEV: 2.0%; Salmonella PhoP GFP: -1%; influenza NS1A: 1%; M. tuberculosis HTS: 49%

How did Cc1cccc(NC(=O)CN(c2ccc(F)cc2)S(C)(=O)=O)c1 do in these assays?
M. tuberculosis: 8%; inhibitors of VEEV: 0.4%; Salmonella PhoP GFP: -19%; influenza NS1A: -8%; M. tuberculosis HTS: 1%

What do the screens show for `CCCCNC(=S)N(CCN(C)C)Cc1cc2cc3c(cc2[nH]c1=O)OCCO3`?
M. tuberculosis: -2%; inhibitors of VEEV: 1.2%; Salmonella PhoP GFP: 2%; influenza NS1A: 1%; M. tuberculosis HTS: 4%

Results for Cc1cc(C)c2cc(C#N)c(N3CCCN(C(=S)NCCCN(C)C)CC3)nc2c1 ?
M. tuberculosis: 79%; inhibitors of VEEV: 12%; Salmonella PhoP GFP: -4%; influenza NS1A: -12%; M. tuberculosis HTS: 49%

Results for CN(C)c1ccc(NC(=O)CN2C(=O)CN=C(c3ccccc3)c3ccccc32)cc1 ?
M. tuberculosis: 5%; inhibitors of VEEV: 1.3%; Salmonella PhoP GFP: -10%; influenza NS1A: -10%; M. tuberculosis HTS: -2%

Results for CCCCc1c(C)c2cc(C)ccc2[nH]c1=O ?
M. tuberculosis: 22%; inhibitors of VEEV: 2.2%; Salmonella PhoP GFP: -2%; influenza NS1A: -17%; M. tuberculosis HTS: 5%

What do the screens show for `Cc1ccc(CNc2oc(-c3ccco3)nc2S(=O)(=O)c2ccccc2)cc1`?
M. tuberculosis: 6%; inhibitors of VEEV: 5.3%; Salmonella PhoP GFP: -10%; influenza NS1A: -1%; M. tuberculosis HTS: -3%

Results for O=C(CNS(=O)(=O)c1cccs1)N1CCCC1 ?
M. tuberculosis: -6%; inhibitors of VEEV: 0.3%; Salmonella PhoP GFP: -4%; influenza NS1A: 2%; M. tuberculosis HTS: -6%

What do the screens show for `COc1cccc(C(N)=O)c1OC(=O)Cc1ccccc1F`?
M. tuberculosis: 7%; inhibitors of VEEV: 1.4%; Salmonella PhoP GFP: -3%; influenza NS1A: -2%; M. tuberculosis HTS: 6%

Results for COc1ccccc1CNc1nc2nc(C)c(C)c(=O)n2[nH]1 ?
M. tuberculosis: -1%; inhibitors of VEEV: 7.2%; Salmonella PhoP GFP: 7%; influenza NS1A: 6%; M. tuberculosis HTS: -7%

What do the screens show for `CCN(CC)c1ccc(C(=O)N/N=C/c2ccc(OC)cc2OC)cc1`?
M. tuberculosis: 31%; inhibitors of VEEV: 1.3%; Salmonella PhoP GFP: -1%; influenza NS1A: -12%; M. tuberculosis HTS: -8%

How did O=C1NC(=O)N(c2ccc3c(c2)OCO3)C(=O)/C1=C\c1ccc(N2CCCCC2)o1 do in these assays?
M. tuberculosis: 5%; inhibitors of VEEV: 2.1%; Salmonella PhoP GFP: -1%; influenza NS1A: -1%; M. tuberculosis HTS: 11%

What do the screens show for `C=CCn1c(C)cc(C(=O)COC(=O)/C=C/c2ccc(OC)cc2)c1C`?
M. tuberculosis: 15%; inhibitors of VEEV: 1.1%; Salmonella PhoP GFP: -26%; influenza NS1A: -12%; M. tuberculosis HTS: 11%

Results for O=C(Nc1ccc(Cl)cc1)Nc1ccccc1Sc1ncc([N+](=O)[O-])s1 ?
M. tuberculosis: 21%; inhibitors of VEEV: 9.9%; Salmonella PhoP GFP: 0%; influenza NS1A: 13%; M. tuberculosis HTS: 1%

What do the screens show for `O=C(CSc1ccc(-c2ccc(F)cc2)nn1)Nc1ccc2c(c1)OCCO2`?
M. tuberculosis: 71%; inhibitors of VEEV: inactive; Salmonella PhoP GFP: -9%; influenza NS1A: -1%; M. tuberculosis HTS: -2%

Results for O=C(CN1C(=O)C(=O)N(Cc2ccco2)C1=O)Nc1ccc(F)c(F)c1F ?
M. tuberculosis: -2%; inhibitors of VEEV: 0.1%; influenza NS1A: -4%; M. tuberculosis HTS: 1%

How did Cc1ccc(C(=O)CCS(=O)(=O)c2ccc(Br)cc2)cc1 do in these assays?
M. tuberculosis: inconclusive; inhibitors of VEEV: 2.8%; Salmonella PhoP GFP: -6%; influenza NS1A: -4%; M. tuberculosis HTS: 43%

Results for OC(COc1ccc(Cl)cc1)CN1CCCCC1 (stereo not given) ?
M. tuberculosis: -9%; inhibitors of VEEV: inactive; Salmonella PhoP GFP: 19%; influenza NS1A: 0%; M. tuberculosis HTS: -4%

Results for Cc1ccc(-c2ccc(CCC(=O)O)n2C(C)C)cc1 ?
M. tuberculosis: 37%; inhibitors of VEEV: 0.2%; Salmonella PhoP GFP: 1%; influenza NS1A: 2%; M. tuberculosis HTS: 0%

How did COc1cc(C(=O)OC(C)CN2CCOCC2)cc(OC)c1OC (stereo not given) do in these assays?
M. tuberculosis: -18%&6%; inhibitors of VEEV: 1.4%&0.3%; Salmonella PhoP GFP: 4%&3%; influenza NS1A: -14%&-8%; M. tuberculosis HTS: -3%&5%

What do the screens show for `Cc1ccc(CCNC(=O)c2sc3nc4n(c(=O)c3c2C)CCC4)cc1`?
M. tuberculosis: 7%; inhibitors of VEEV: 1.5%; Salmonella PhoP GFP: 9%; influenza NS1A: 8%; M. tuberculosis HTS: 2%

How did O=C(Nc1cccc(C(F)(F)F)c1)c1cccn(Cc2ccc3c(c2)OC(F)(F)O3)c1=O do in these assays?
M. tuberculosis: 17%; inhibitors of VEEV: inactive; Salmonella PhoP GFP: 5%; influenza NS1A: -2%; M. tuberculosis HTS: 1%

How did O=C(c1cnc(N2CCN(c3ncccn3)CC2)c2ccccc12)N1CCN(c2ncccn2)CC1 do in these assays?
M. tuberculosis: 36%; inhibitors of VEEV: 0.8%; Salmonella PhoP GFP: -11%; influenza NS1A: -2%; M. tuberculosis HTS: -12%

Results for CN(C)c1nc(OCCNC(=O)COc2ccccc2Cl)nc(N(C)C)n1 ?
M. tuberculosis: 0%; inhibitors of VEEV: inactive; Salmonella PhoP GFP: 3%; influenza NS1A: 9%; M. tuberculosis HTS: -5%

How did O=C(CSc1nc2c(c(=O)n1-c1ccc(Br)cc1)SCC2)NCC1CCCO1 (stereo not given) do in these assays?
M. tuberculosis: 25%; inhibitors of VEEV: 7.9%; Salmonella PhoP GFP: 4%; influenza NS1A: 5%; M. tuberculosis HTS: 1%

What do the screens show for `CCC(=O)NCCc1nc2cc(NC(=O)c3ccc(F)cc3)ccc2n1C`?
M. tuberculosis: -3%; inhibitors of VEEV: inactive; Salmonella PhoP GFP: -10%; influenza NS1A: 8%; M. tuberculosis HTS: 3%

Results for CCC1(C)Cc2ccccc2-c2c1c(=O)n(-c1ccc(C)cc1)c1nnnn21 (stereo not given) ?
M. tuberculosis: 1%; inhibitors of VEEV: 0.6%; Salmonella PhoP GFP: 10%; influenza NS1A: 10%; M. tuberculosis HTS: 1%

What do the screens show for `COc1cccc(-c2cc3nc(-c4ccccc4)cc(N4CCCC(O)C4)n3n2)c1` (stereo not given)?
M. tuberculosis: 40%; inhibitors of VEEV: 3.9%; Salmonella PhoP GFP: -5%; influenza NS1A: -7%; M. tuberculosis HTS: inconclusive

Results for CCN(CC)C(=O)c1ccc(COc2ccccc2Cl)o1 ?
M. tuberculosis: -6%; inhibitors of VEEV: 0.7%; Salmonella PhoP GFP: 11%; influenza NS1A: 2%; M. tuberculosis HTS: -11%

What do the screens show for `CC(=O)Nc1ccc2nc(-c3cccs3)[nH]c2c1`?
M. tuberculosis: 7%; inhibitors of VEEV: inactive; Salmonella PhoP GFP: 7%; influenza NS1A: 4%; M. tuberculosis HTS: 4%

Results for CCOc1ccc(NS(=O)(=O)c2cc(OC)ccc2OC)cc1 ?
M. tuberculosis: 21%; inhibitors of VEEV: inactive; Salmonella PhoP GFP: -7%; influenza NS1A: 7%; M. tuberculosis HTS: 5%

How did Cc1ccc(OCC(=O)Nc2ccc(NC(=O)c3ccccc3)c(C)c2)cc1 do in these assays?
M. tuberculosis: 18%; inhibitors of VEEV: 2.6%; Salmonella PhoP GFP: 11%; influenza NS1A: -8%; M. tuberculosis HTS: -4%

What do the screens show for `CC(C)C(OC(=O)c1cc2occc2n1C)C(=O)NCc1ccc2c(c1)OCO2` (stereo not given)?
M. tuberculosis: -5%; inhibitors of VEEV: 0.3%; Salmonella PhoP GFP: -13%; influenza NS1A: 5%; M. tuberculosis HTS: -10%

What do the screens show for `Cc1ccc2[nH]cc(CCNC(=O)c3ccc([N+](=O)[O-])cc3)c2c1`?
M. tuberculosis: -39%; inhibitors of VEEV: 0.5%; Salmonella PhoP GFP: -7%; influenza NS1A: 9%; M. tuberculosis HTS: 0%

How did CC(C)CN(C(=O)CCC1CCCCC1)c1c(N)n(CC(C)C)c(=O)[nH]c1=O do in these assays?
inhibitors of VEEV: 2.9%; influenza NS1A: -5%

How did Cn1nccc1C(=O)N1CCOCC1 do in these assays?
M. tuberculosis: 0%; inhibitors of VEEV: inactive; Salmonella PhoP GFP: -10%; influenza NS1A: -5%; M. tuberculosis HTS: -13%

What do the screens show for `O=C(OCCCCOC(=O)c1ccccc1)c1ccccc1`?
M. tuberculosis: 61%; inhibitors of VEEV: 0.6%; Salmonella PhoP GFP: -1%; influenza NS1A: -6%; M. tuberculosis HTS: -10%

Ordered by length of the SMILES (high to low): 3 of the compounds above
How did O=C(CSc1nc2c(c(=O)n1-c1ccc(Br)cc1)SCC2)NCC1CCCO1 (stereo not given) do in these assays?
M. tuberculosis: 25%; inhibitors of VEEV: 7.9%; Salmonella PhoP GFP: 4%; influenza NS1A: 5%; M. tuberculosis HTS: 1%

What do the screens show for `CC(=O)Nc1ccc2nc(-c3cccs3)[nH]c2c1`?
M. tuberculosis: 7%; inhibitors of VEEV: inactive; Salmonella PhoP GFP: 7%; influenza NS1A: 4%; M. tuberculosis HTS: 4%

How did Cn1nccc1C(=O)N1CCOCC1 do in these assays?
M. tuberculosis: 0%; inhibitors of VEEV: inactive; Salmonella PhoP GFP: -10%; influenza NS1A: -5%; M. tuberculosis HTS: -13%
